Source: PubChem (The Scripps Research Institute Molecular Screening Center)
TTR transcr act: TTR transcription activators in neuroblastoma reporter cells, primary screen, cell-based, luminescence, SH-SY5Y, TTR promoter Gaussia luciferase. 100% = recombinant luciferase protein wells. activation, % at 16.7 µM. 92,000 tested, 1.3% active. AID 1117267, 2014;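 active = activation above the mean of all tested compounds plus 3 SD, cut at about 9.5% in these data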;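 note: cells exposed to compounds for one day before reading; 0% = median of all test compound wells on the plate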
An asterisk follows results filed as active.

SMILES	TTR transcr act
COc1ccc(CCN(C)C(=O)c2ccc(OCC(=O)N3CCOCC3)c(OC)c2)cc1OC	0.1
COc1ccccc1N1CCN(C(=O)c2nn(-c3ccccc3OC)c(=O)c3ccccc23)CC1	-0.8
CCOC(=O)Cc1csc(NC(=O)NC2(C(F)(F)F)Oc3ccccc3O2)n1	2.5
Cc1ccc(C(=O)OCCc2sc[n+](Cc3ccccc3)c2C)cc1	4.8
CN(Cc1cnccn1)C(=O)CC1C(=O)NCCN1CC(c1ccccc1)c1ccccc1 (stereo not drawn)	-0.6
COC(=O)c1sc2nc(C)nc(SCC(=O)N3CCC(C(=O)O)CC3)c2c1C	0.4
O=C(N[C@H]1c2ccccc2C[C@H]1O)[C@H]1O[C@@H](n2ccc(=O)[nH]c2=O)[C@H](O)[C@@H]1O	2.4
CC1=C(C(=O)OCc2ccccc2)N2C(=O)[C@@H](NC(=O)COc3ccccc3)[C@H]2SC1	-6.8
CC(C)(C)NC(=O)C1C(c2ccccc2)=Nc2ccccc2N1C(=O)c1ccc(C(F)(F)F)cc1 (stereo not drawn)	1.0
Cc1ccnc(NC(=O)CCCOc2ccccc2)c1	5.0
CC(C)C(=O)O/N=C(\N)c1ccc(Oc2ccc(Cl)cc2)c([N+](=O)[O-])c1	-1.7
Cc1ccc(COc2ccccc2-c2cc(C(=O)N/N=C/c3cccnc3)[nH]n2)cc1	-1.3
CCOC(=O)Cc1[nH]nc2c1C(Cc1ccccc1)C(C#N)=C(N)O2 (stereo not drawn)	0.3
CCCCC(=O)OCc1nc2ccccc2s1	1.8
COc1cccc(-c2nc(CS(=O)(=O)CC(=O)Nc3cc(F)ccc3F)c(C)o2)c1	-1.0
CSc1nc(N)n2nc(-c3ccc(Cl)cc3)cc2n1	0.4
Cc1cc(C)n(-c2cccc(CN3CCC(CO)(Cc4ccccc4)CC3)c2)n1	-0.6
COC(=O)c1cnn(-c2ccc(Cl)cc2)c1/C=N/NC(=S)Nc1ccccc1	-1.7
COc1ccc(CNc2ncnc3cc(OC)c(OC)cc23)cc1	10*
CC(=O)C1=C(O)C(=O)N(CCc2c[nH]c3ccccc23)C1c1ccccc1 (stereo not drawn)	0.1

Seven records picked at random from those above:
SMILES	TTR transcr act
COC(=O)c1cnn(-c2ccc(Cl)cc2)c1/C=N/NC(=S)Nc1ccccc1	-1.7
COc1ccccc1N1CCN(C(=O)c2nn(-c3ccccc3OC)c(=O)c3ccccc23)CC1	-0.8
COc1ccc(CCN(C)C(=O)c2ccc(OCC(=O)N3CCOCC3)c(OC)c2)cc1OC	0.1
COc1ccc(CNc2ncnc3cc(OC)c(OC)cc23)cc1	10*
CN(Cc1cnccn1)C(=O)CC1C(=O)NCCN1CC(c1ccccc1)c1ccccc1 (stereo not drawn)	-0.6
CCOC(=O)Cc1csc(NC(=O)NC2(C(F)(F)F)Oc3ccccc3O2)n1	2.5
Cc1ccc(C(=O)OCCc2sc[n+](Cc3ccccc3)c2C)cc1	4.8

Other entries follow:
SMILES	TTR transcr act
CCc1ccc(CCN2C(=O)c3ccccc3C2=O)nc1	-1.3
Cc1cnc(C(=O)OC(C(=O)c2ccccc2)c2ccccc2)cn1 (stereo not drawn)	1.9
Cc1cc(F)c(F)c(C(=O)N2CCC(C)CC2)c1Cl	0.7
COc1cc2[nH]c(=S)nc(NCCc3ccc(C)cc3)c2cc1OC	-1.4
CCCCn1c(N)c(N(CCOC)C(=O)CSc2nnc(-c3ccco3)n2CC)c(=O)[nH]c1=O	5.3
O=C(Nc1nc(-c2ccc([N+](=O)[O-])cc2)cs1)c1c(F)cccc1F	-2.8
CC1(NC(=O)c2ccccc2)CCN(CCc2cccs2)C1=O (stereo not drawn)	2.8
COC(=O)[C@]12C[C@H](CC(=O)NCCC(C)C)C(=O)N(Cc3ccc(Cl)cc3Cl)C1=C[C@H](COCc1ccccc1)O[C@@H]2C	-0.3
O=C1[C@H]2[C@@H](c3ccccc3)N[C@]3(CCCN(Cc4ccc(Br)cc4)C3=O)[C@H]2C(=O)N1Cc1ccccc1	-2.3
Cc1ccc(C(=O)O/N=C(\N)c2ccccn2)c(Cl)c1	2.6
CNC(=O)c1ccsc1NC(=O)c1coc2ccccc2c1=O	-1.2
O=C(CSc1nnnn1-c1ccccc1)CC(=O)Nc1ccc(Cl)cc1	-4.2
COc1ccc(C2=Nn3c(nnc3-c3ccccc3Cl)SC2)cc1OC1CCOC1 (stereo not drawn)	-4.5
Cc1nc2cccc(C(=O)Oc3ccc([N+](=O)[O-])cc3)c2o1	-1.4
O=C(CSc1nnc(CNC(=O)C23CC4CC(CC(C4)C2)C3)n1-c1ccccc1)Nc1ccc(F)cc1	-1.5
CC(Sc1ccc(Cl)cc1)C(=O)NCc1cccnc1 (stereo not drawn)	0.4
CC(C)(C)c1ccc(C(=O)N2CCNC(=O)C2CC(=O)Nc2ccc(F)cc2)cc1 (stereo not drawn)	-1.1
O=C(/C=C/c1cn(-c2ccccc2)nc1-c1ccc2c(c1)OCCO2)NCCCN1CCOCC1	-0.9
O=C1/C(=C/c2ccc(O)cc2)SC(=S)N1Cc1cccnc1	0.9
CCN1CCN(C(=O)C23CCC(C)(C(=O)C2Br)C3(C)C)CC1 (stereo not drawn)	-1.2
Cc1nc(NCC2CCCO2)c2nnn(Cc3c(F)cccc3Cl)c2n1 (stereo not drawn)	3.6
CC12C(=O)N(NC(=O)c3ccncc3)C(=O)C1C1C=CC2C1 (stereo not drawn)	1.1
O=C(CC12CC3CC(CC(C3)C1)C2)NCc1ccncc1	0.4
COc1ccccc1N1CC(C(=O)OCC(=O)Nc2c(C)cccc2C)CC1=O (stereo not drawn)	-0.4
O=C(NCc1ccccn1)C1Nc2ccc(OC(F)(F)F)cc2C2C=CCC12 (stereo not drawn)	2.3
Cc1ccc(NC(=O)CN(C)C(=O)Cn2nnc(-c3ccccc3C)n2)cc1	0.6
C=CCOC(=O)C(C#N)c1nc2ccccc2nc1N1CCN(c2ccccc2OC)CC1 (stereo not drawn)	-1.7
CC(C)n1nnnc1SCC(=O)N1CCN(Cc2ccc3c(c2)OCCO3)CC1	-1.9
O=C(NC1CC1)c1nc2c(nnn2Cc2ccccc2Cl)c(=O)[nH]1	1.4
Cc1oc(-c2ccccc2Cl)nc1CN1CCCC1c1ccc(F)cc1 (stereo not drawn)	0.0
CCCOc1ccc(F)cc1-c1cc(C(=O)NCc2cccc(Cl)c2)[nH]n1	0.9
CCC(C)C(NC(=O)c1ccccc1)C(=O)Nc1ccc(S(=O)(=O)Nc2cc(C)nc(C)n2)cc1 (stereo not drawn)	-0.6
O=C(NCc1ccc(F)cc1F)[C@@H]1CCCN1C(=O)[C@@H]1CCCN1C(=O)c1cccc2ccccc12	-1.2
COC(=O)CN1C(=O)N(c2ccccc2)C(N(O)C(=O)Nc2ccccc2)C1(C)C (stereo not drawn)	2.1
O=C(Nc1cccc(-c2nc3ccccc3s2)c1)c1cc(=O)c2ccccc2o1	-2.1
COCCCNC(=O)c1csc([C@H]2C[C@H](O)[C@@H](CO)O2)n1	1.4
COc1cc(C(=O)Nc2ccc(NC(C)=O)cc2)ccc1OCc1ccccc1	-1.0
CCC(C)n1c(C)nc2c(c1=O)c1nc3ccccc3nc1n2CCC1=CCCCC1 (stereo not drawn)	-0.4
CC(=O)c1cccc(NC(=O)C2Cc3c(-c4cccc(C(N)=O)c4)ccnc3O2)c1 (stereo not drawn)	-1.2
Cc1ccc(C(=O)N2CCN=C2SCc2ccc([N+](=O)[O-])cc2)cc1	-0.3
Cc1cc(=O)[nH]c(N/N=C/c2ccc(Br)s2)n1	2.2
CCn1nnnc1SCC(=O)c1ccc(C)cc1	-0.1
Cc1ccc2oc(-c3ccc(C)c(NC(=S)NC(=O)c4cccs4)c3)nc2c1	-0.4
O=C(NC(=S)Nc1cc([N+](=O)[O-])ccc1Cl)c1ccccc1	-3.0
CCOC(=O)C1=CN(Cc2cccc(F)c2)S(=O)(=O)N(C)C1c1ccccc1 (stereo not drawn)	-0.1
CCN(CC)C(=O)c1ccc(-c2nnc(OC)c3ccccc23)cc1	0.2
COc1ccc(S(=O)(=O)NCCSCc2ccco2)cc1C	0.4
CCc1c(C2CC2)ncn1Cc1cccc(-c2ccccc2)c1	0.7
CCNS(=O)(=O)c1ccc(CCC(=O)NCCC2=CCCCC2)cc1	1.1
CNC(=O)C(C)NS(=O)(=O)c1ccc(F)cc1 (stereo not drawn)	1.7
CS(=O)(=O)C1=NSC2=NC(=O)/C(=C\c3cccn3-c3ccccc3Cl)C(=N)N21	-1.8
Cc1cc([N+](=O)[O-])nn1CC(=O)Nc1ccc(F)cc1	0.8
CCOc1ccc(NC(=O)CCS(=O)(=O)c2ccc3c(c2)CCCN3C(=O)CC)cc1	0.3
C/C(=N\NC(=S)Nc1cccc(C)c1)c1ccco1	1.0
COc1cc(C(=O)Nc2cc(C(F)(F)F)ccc2-n2cncn2)cc(OC)c1OC	-1.2
O=C(NCCCN1CCCCC1)C1CCCN(c2ncnc3c2nc2n3CCCCC2)C1 (stereo not drawn)	1.1
Cc1ccc(NC(=O)CCn2ccc([N+](=O)[O-])n2)nc1	29*
CCCNC(=O)Nc1nc(CC(=O)OCC)cs1	-2.0
CCC(=O)Nc1ccc(C(=O)Nc2ccc(Br)cc2F)cc1	-4.1
CC1Cc2cc(S(=O)(=O)N3CCC(C(=O)N(C)Cc4ccccc4)CC3)ccc2N1C(=O)C1CC1 (stereo not drawn)	-0.8

(cont.)
SMILES	TTR transcr act
C=CC[C@H](CC(=O)NCCO)C(=O)N[C@H](COC(=O)[C@@H](CC=C)Cc1ccc(F)cc1)C(C)(C)C	7.5
COc1ccc(NC(=O)CC2CC3CCC2C3)cc1S(=O)(=O)N1CCOCC1 (stereo not drawn)	-0.2
COc1ccc(CCNC(=O)C2CC(c3cccc([N+](=O)[O-])c3)=NO2)cc1 (stereo not drawn)	1.3
CCOC(=O)CSc1nnc(CNc2ccc(F)cc2)o1	0.1
O=C1N/C(=N/S(=O)(=O)c2ccccc2)S/C1=C/c1cccnc1	-1.0
Cc1cc2nc[nH]c2cc1[N+](=O)[O-]	-0.8
COC(=O)c1cnc(Oc2c(Cl)cc(N)cc2Cl)cc1C(F)(F)F	-1.5
Cc1ccc2c(c1)C(=O)CC(c1ccccc1)S2 (stereo not drawn)	-0.9
COc1cc(Cn2ccnc2)c(OC)cc1Cn1ccnc1	0.3
COc1ccc(NC(C)=O)cc1NC(C)C(=O)Nc1ccc(F)cc1 (stereo not drawn)	3.1
COCCn1c(Cc2ccccc2)nnc1SCC(=O)NC(C)(C)C	0.8
COc1ccc(-c2sc3ccc(OC)cc3c2-c2ccc(OC)c(F)c2)cc1	4.0
Cc1cccc(NC(=O)C2CCCN2C(=O)Oc2ccccc2)c1C (stereo not drawn)	0.9
COc1ccc(CC(=O)Nc2cc(Cl)ccc2C(=O)O)cc1	1.0
CCOC(=O)C1=CC(=O)CC(C)(C)O1	8.4
Cc1cc(NC(=O)COc2cccc(C)c2C)no1	-0.6
CCOc1ccc(-n2c(SCC(N)=O)nnc2-c2cccnc2)cc1	-0.1
Cc1ccsc1CNCc1cc(Cl)ccc1O	-3.3
O=S(=O)(c1cccs1)N1CCN(c2ccccc2Cl)CC1	-0.5
COc1ccc(S(=O)(=O)N2CCc3ccccc32)cc1C(=O)N1CCC(C)CC1	-1.9

4 entries from above, with the structure last:
| TTR transcr act | mol |
| --- | --- |
| 7.5 | C=CC[C@H](CC(=O)NCCO)C(=O)N[C@H](COC(=O)[C@@H](CC=C)Cc1ccc(F)cc1)C(C)(C)C |
| -0.2 | COc1ccc(NC(=O)CC2CC3CCC2C3)cc1S(=O)(=O)N1CCOCC1 (stereo not drawn) |
| -0.1 | CCOc1ccc(-n2c(SCC(N)=O)nnc2-c2cccnc2)cc1 |
| 8.4 | CCOC(=O)C1=CC(=O)CC(C)(C)O1 |

5 of the entries above in order of the TTR transcr act value, ascending:
SMILES	TTR transcr act
COC(=O)c1cnc(Oc2c(Cl)cc(N)cc2Cl)cc1C(F)(F)F	-1.5
O=C1N/C(=N/S(=O)(=O)c2ccccc2)S/C1=C/c1cccnc1	-1.0
Cc1ccc2c(c1)C(=O)CC(c1ccccc1)S2 (stereo not drawn)	-0.9
COc1ccc(NC(=O)CC2CC3CCC2C3)cc1S(=O)(=O)N1CCOCC1 (stereo not drawn)	-0.2
COCCn1c(Cc2ccccc2)nnc1SCC(=O)NC(C)(C)C	0.8

(more compounds)
SMILES	TTR transcr act
COC(=O)CSc1nc2cc3c(cc2cc1C)OCO3	0.0
COC(=O)N/N=C/c1sc(N2CCCCC2)nc1-c1cccs1	1.8
CCOC(=O)N1CCN(C(=O)COC(=O)Cc2ccc(Cl)cc2)CC1	-0.1
O=C(Nc1ccnn1C1CCN(C(=O)c2ccccc2C(F)(F)F)CC1)C1CC1	4.7
Cc1ccc(S(=O)(=O)NCCC(C)C)cc1[N+](=O)[O-]	1.4
CCOC(=O)Cc1csc(NC(=O)CSc2nnc(-c3ccc(C)cc3)o2)n1	0.2
CC(C)NC(=S)NC(=O)/C=C/c1cccc2ccccc12	17*
Cc1ccc(CSCC(=O)N2CCN(c3ccc(F)cc3)CC2)cc1	-1.7
OCCNC(=S)Nc1ccc(Oc2ccccc2)cc1	1.4
O=C(NCC1CCCO1)/C(=C/c1cn(-c2ccccc2)nc1-c1cccnc1)NC(=O)c1ccccc1 (stereo not drawn)	1.9
C[C@H](CO)N1C[C@H](C)[C@@H](CN(C)S(C)(=O)=O)Oc2c(NC(=O)Cc3ccccc3)cccc2C1=O	3.3
COc1ccc(CSC(=N)N)cc1[N+](=O)[O-]	-1.6
COc1ccc(N(Cc2ccco2)C(=O)c2ccccc2F)cc1OC	-4.1
CCOC(=O)CN1NC2(CCCCCC2)NC1=S	0.0
COc1ccc(OC)c(S(=O)(=O)Nc2ccc3c(c2)C(=O)OC3)c1	0.1
O=C(NCc1ccco1)Nc1cccc(-c2ccccc2)c1	-1.9
CCc1cc2cc(C(=O)N3CCN(Cc4ccccc4)CC3)sc2s1	-0.8
C[C@@H]1CN(S(=O)(=O)C(C)(C)C)[C@H](CCO)/C1=C\c1ccccc1	-0.2
CCC(CC)C(=O)Nc1nnc(S(=O)(=O)N2CCCCCC2)s1	-0.6
CC(=O)c1sc(-c2ccc(F)cc2F)nc1C	-2.4
Cc1ccc2nc3n(c(=O)c2c1)-c1ccc(Cl)cc1C(=O)NC3Cc1ccccc1 (stereo not drawn)	-2.2

Some of the compounds tested. The share of hits here may be higher or lower than overall.
